Assay outcomes from PubChem BioAssay.
PLCb3 inh: inhibitors of human phospholipase C beta3; Purified PLC-beta3, fluorogenic substrate, fluorescence; inhibition, % at 12.2 µM; hit rate 0.18% among 370,000; AID 720704; in the data active = inhibition above about 11%;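 note: 0% = median of compound wells on plate and 100% = full blocker control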
ssDAF-12 act: activators of S. stercoralis DAF-12 nuclear receptor; hit rate 1% among 370,000; HEK293 ssDAF-12/GRIP1 lit1-tk-luc reporter, luminescence; % of 3 µM dafachronic acid response; activation, % at 6.8 µM;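 active = activation above the mean over all tested compounds plus 3 SD, cut at about 0.9% in these data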;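 note: 0% = DMSO-only wells and 100% = 3 µM delta7-dafachronic acid wells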
DAX1 inh-1: DAX1 (NR0B1) inhibition, primary screen. hit rate 1.1% among 370,000. HEK293T StAR-luciferase reporter, SF-1/DAX-1 repression relief. inhibition, % at 6.8 µM. AID 652010;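 active = inhibition above the mean over all tested compounds plus 3 SD, cut at about 3.6% in these data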;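 note: 0% = DAX-1 cells with DMSO and 100% = cells lacking DAX-1 with DMSO; higher inhibition means more luminescence from relief of DAX-1 repression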
SMARCA2 activ: increases SMARCA2 function in MMTV reporter cells | MG213 cells, MMTV-luciferase reporter, dexamethasone, overnight | activation, % at 9.1 µM | hit rate 1% among 370,000; in the data active = activation above about 7.8%;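 note: 0% = vehicle wells and 100% = reference activator wells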
PG9 Ab binder: binds the HIV-1 gp120 antibody PG9; TR-FRET gp120-PG9 antibody binding; inhibition, % at 6.7 µM; hit rate 0.43% among 360,000; in the data active = inhibition above about 8.5%
hcDAF12 agonist: H. contortus DAF-12 activation, primary screen; HEK293 hcDAF-12 lit1-tk-luc reporter, luminescence; 0% DMSO, 100% Δ7-dafachronic acid; activation, % at 6.8 µM; hit rate 1.4% among 370,000;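 active = activation above the mean of all tested compounds plus 3 SD, cut at about 5.5% in these data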;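 note: 100% = response to 3 µM Δ7-dafachronic acid high control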
GAA850 FXN act: increases GAA850 frataxin promoter reporter activity; activation, % at 6 µM; HEK293 lucGAA850 FXN promoter luciferase reporter, 24 h; percent of 10 µM SAHA response; AID 540364; hit rate 0.56% among 360,000;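 active = activation above the average of all compounds screened plus 3 SD, cutoff fixed separately per campaign, cut at about 7.5% in these data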;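 note: 0% = DMSO wells and 100% = 10 µM SAHA wells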
sPLA2-III inh: Blocks human group III sPLA2 activity | Q9NZ20 | QFRET BODIPY PC-A2 liposome hydrolysis, fluorescence | inhibition, % at 12.2 µM | hit rate 0.56% among 370,000 | AID 743126;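 active = inhibition above mean plus 3 SD of compounds lying within the high and low control bounds, cut at about 19% in these data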;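 note: 0% = median of test compound wells and 100% = no enzyme DMSO wells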
DAX1 inh-2: inhibitors of human orphan nuclear receptor DAX1 (NR0B1) | P51843 | HEK293 Gal4-DAX1 luciferase reporter, luminescence | inhibition, % at 6.75 µM | hit rate 0.99% among 340,000 | AID 504766;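 active = inhibition above the mean over all tested compounds plus 3 SD, cut at about 4.2% in these data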;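 note: 0% = DAX1-transfected cells with DMSO and 100% = empty-vector control cells with DMSO; inhibition shows as a rise in luminescence from relieved DAX1 repression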
Target sequence (P51843 207-470 limits assumed): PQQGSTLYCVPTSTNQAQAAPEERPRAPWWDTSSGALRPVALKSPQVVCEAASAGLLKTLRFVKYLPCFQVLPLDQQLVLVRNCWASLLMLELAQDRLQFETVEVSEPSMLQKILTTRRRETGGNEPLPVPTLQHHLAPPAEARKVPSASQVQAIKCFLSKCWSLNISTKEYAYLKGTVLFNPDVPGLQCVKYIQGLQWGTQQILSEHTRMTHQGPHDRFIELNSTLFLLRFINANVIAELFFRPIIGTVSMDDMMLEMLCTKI
NR1D1 modulator: modulators of human Rev-erb alpha DNA binding; hit rate 0.79% among 370,000; activity, % at 10 µM; Rev-erbα–FITC-DNA binding, fluorescence polarization, 90 min;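 active = activity above about 14%, limit read from the data; passing the limit was not always enough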;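 note: 0% = DMSO wells with 35 nM protein and 100% = DMSO wells with 750 nM protein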
Target sequence (P20393 whole entry, looked up): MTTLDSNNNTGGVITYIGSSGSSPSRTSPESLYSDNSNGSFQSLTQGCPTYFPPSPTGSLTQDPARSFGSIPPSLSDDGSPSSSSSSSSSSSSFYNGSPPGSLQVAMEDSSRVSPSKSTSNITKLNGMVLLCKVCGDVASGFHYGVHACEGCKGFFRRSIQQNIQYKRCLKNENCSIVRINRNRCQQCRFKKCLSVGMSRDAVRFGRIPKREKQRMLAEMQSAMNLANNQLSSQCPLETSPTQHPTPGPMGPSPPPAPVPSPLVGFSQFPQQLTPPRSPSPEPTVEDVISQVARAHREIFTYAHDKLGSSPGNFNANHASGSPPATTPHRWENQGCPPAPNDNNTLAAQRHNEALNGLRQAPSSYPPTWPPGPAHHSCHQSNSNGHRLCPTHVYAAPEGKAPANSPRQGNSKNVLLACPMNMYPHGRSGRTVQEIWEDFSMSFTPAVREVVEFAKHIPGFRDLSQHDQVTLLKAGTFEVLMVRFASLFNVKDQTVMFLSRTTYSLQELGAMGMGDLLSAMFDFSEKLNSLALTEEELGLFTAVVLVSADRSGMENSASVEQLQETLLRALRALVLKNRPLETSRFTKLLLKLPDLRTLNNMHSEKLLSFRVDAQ
hgDAF-12 ag: hgDAF-12 agonism, primary luciferase screen | HEK293 GAL4-hgDAF12 UAS-luciferase reporter, agonist luminescence; normalized to butyrate control | activation, % at 6.8 µM | hit rate 1.8% among 370,000;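 active = activation above a cutoff set at the mean of all screened compounds plus 3 SD, cut at about 10% in these data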;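 note: 0% = DMSO wells and 100% = sodium butyrate wells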
An asterisk follows results filed as active; . = not tested or not shown.

compound	PLCb3 inh	ssDAF-12 act	DAX1 inh-1	SMARCA2 activ	PG9 Ab binder	hcDAF12 agonist	GAA850 FXN act	sPLA2-III inh	DAX1 inh-2	NR1D1 modulator	hgDAF-12 ag
COc1ccc(CCNC(=O)C2CCN(C(=O)c3cccc(Cl)c3)CC2)cc1OC	1	-1.9	-0.2	0	-1.9	0.2	1.3	-5	0.8	5	-0.5
COc1cc(N)c(Cl)cc1C(=O)OCC(=O)NCC1CCCO1 (configuration not stated)	-1	-0.9	0.1	-1	-1.1	-1.1	0.8	-7	0.3	-4	1.9
CC(=O)Nc1ccc(N2CCN(c3ccc(C(F)(F)F)cn3)CC2)nc1	-2	-1.1	-0.4	0	0.7	-0.1	3.5	-3	-0.5	14	0.8
COC(=O)[C@@]1(Cc2ccc(OC)cc2)[C@H]2c3cc(C(=O)N4CCCC4)n(Cc4c(CO)[nH]cc(C)c4=O)c3C[C@H]2CN1C(=O)c1ccccc1	-10	-1.1	-0.7	1	1.6	-1.0	.	-1	.	6	0.8
CCC1CCCCN1CC(=O)Nc1cc(C)nn1-c1nc(C)cc(C)n1 (configuration not stated)	0	-1.7	-0.8	1	0.5	-2.7	-1.0	-1	-0.6	4	-0.9
COc1ccc(-c2cc(C(F)(F)F)n3ncc(C(=O)N4CCc5ccccc5C4)c3n2)cc1	-196	-1.1	-0.2	-3	-0.2	0.8	2.9	10	-0.1	0	2.6
C/C(=C\c1ccccc1)C(=O)Nc1cc(C)on1	3	-1.2	0.2	9.9*	1.6	0.8	5.1	4	-0.2	1	11*
NCCCC[C@@H](C(=O)N1CCNCC1)n1cc(CN)nn1	1	-1.2	-0.4	2	-1.2	-1.1	1.5	-4	3.0	0	-1.0
CC(C)(C)c1csc(N(CCC#N)CCC#N)n1	2	-1.9	0.0	-3	3.5	-1.5	1.7	-2	0.8	2	1.1
Cc1ccc(NC(=O)c2ncn(CCCN(C)CCc3ccccn3)n2)cc1C	5	-1.3	0.9	-1	-0.9	-0.7	-1.9	-5	0.2	-9	-1.6
CCC(=O)NC(=S)Nc1cc(C(=O)O)ccc1OC	1	-0.5	-0.2	-3	-1.2	-0.2	-1.6	8	2.5	0	0.5
CCC(C)NC(=O)CC1Oc2ccc(Cl)cc2NC1=O (configuration not stated)	0	-1.1	0.3	-1	-0.4	-0.5	1.3	-1	1.1	0	1.0
CCc1nc2c(OCc3cccc(Cl)c3)cccn2c1N(C)C(=O)CC(C)C	1	-2.4	-1.7	-3	-0.7	-1.9	-2.3	-5	.	-4	-5.7
Cc1ccc(S(=O)(=O)N(C)C)cc1[N+](=O)[O-]	-5	-1.1	-0.2	-3	-1.8	-1.1	-0.1	-6	1.3	-4	-1.2
O=C(CN1C(=O)C2(OCCCO2)c2ccccc21)NCc1ccc(F)cc1	5	-1.3	-1.1	-4	.	-0.6	.	2	.	2	-3.0
COc1ccc(/C(C)=N/NC(=O)CNC(=O)/C=C\c2ccco2)cc1	0	-0.2	-0.2	2	-1.0	-1.3	-0.5	-8	-1.4	-11	-1.3
COc1ccc(OC)c(CCNC(=O)c2ccc3c(=O)[nH]c4c(C(=O)NC(C)C)sc(=S)n4c3c2)c1	-3	-1.0	1.8	-3	-1.2	0.7	1.0	-1	-0.2	4	0.9
O=C(NCc1cccnc1)c1ccc(S(=O)(=O)N2CCOCC2)cc1	-2	-1.7	-0.5	2	-0.9	-2.6	-0.6	2	-0.3	-1	1.2
CCN1CCN(C(=O)N2CCOCC2)CC1	-2	-1.5	0.3	0	-0.3	1.7	1.2	-5	1.9	-5	6.0
Cc1cccc(NC(=O)c2nc[nH]c2C(=O)NCCCCCCNC(=O)c2[nH]cnc2C(=O)Nc2cccc(C)c2)c1	1	-1.2	0.0	1	-0.2	-0.6	-1.4	3	1.1	1	-0.3
NC(=O)C(c1ccc(Sc2ccccc2)nn1)c1ccc(Cl)cc1Cl (configuration not stated)	-1	-0.6	-0.4	-2	0.5	-2.0	2.3	-8	0.2	0	0.9
COc1ccc(Cl)cc1NC(=O)c1cc(-c2ccccc2)on1	-1	-0.9	-0.5	-2	-1.1	5.1	0.4	-1	2.7	11	1.1
CC1CCCCC1Nc1ncnc2sccc12 (configuration not stated)	0	-1.4	-0.9	-4	-1.3	-3.2	3.0	-1	-2.3	4	-1.0
COc1ccc(-n2c(Cc3cccn3C)nnc2SCC(=O)Nc2cccc(NC(C)=O)c2)cc1	-5	-1.5	0.7	-4	2.3	0.0	0.7	-20	0.1	4	-1.0
C#CCOCCOCCOCCNc1nc(N2CCOCC2)nc(N2CCN(C(=O)[C@H]([C@@H](C)CC)n3cc(CCCN=C(N)N)nn3)CC2)n1	2	-1.1	0.4	0	-0.9	-2.6	-0.8	-2	-0.5	2	-2.3
COc1ccc(S(=O)(=O)N(C)C[C@H]2Oc3ccc(NC(=O)CCC(F)(F)F)cc3C(=O)N([C@H](C)CO)C[C@@H]2C)cc1	0	-1.1	-0.6	-3	-1.7	0.3	-2.4	-11	-1.2	-3	0.0
CC(=O)c1cccc(NC(=O)CNC(=O)Cc2ccccc2)c1	-1	-0.8	0.3	0	0.2	-1.3	1.1	-4	-0.6	-4	-1.3
COC(=O)c1cccc(NC(=O)C2COc3ccccc3O2)c1 (configuration not stated)	1	-0.6	1.2	-3	0.8	0.7	2.6	0	0.3	-4	3.5
CCCOc1ccc(-c2nc(N3CCN(CC)CC3)c3ccccc3n2)cc1	-27	-1.7	0.1	0	1.8	0.9	1.2	5	0.8	-3	2.2
COCCNC(=O)C1(C)CCCN(C(=O)c2cccc(C(F)(F)F)c2)C1 (configuration not stated)	3	-0.9	0.1	-7	1.0	-1.0	0.7	-1	.	-3	4.6

The list goes on, starting with the last 2 of the part before.
compound	PLCb3 inh	ssDAF-12 act	DAX1 inh-1	SMARCA2 activ	PG9 Ab binder	hcDAF12 agonist	GAA850 FXN act	sPLA2-III inh	DAX1 inh-2	NR1D1 modulator	hgDAF-12 ag
CCCOc1ccc(-c2nc(N3CCN(CC)CC3)c3ccccc3n2)cc1	-27	-1.7	0.1	0	1.8	0.9	1.2	5	0.8	-3	2.2
COCCNC(=O)C1(C)CCCN(C(=O)c2cccc(C(F)(F)F)c2)C1 (configuration not stated)	3	-0.9	0.1	-7	1.0	-1.0	0.7	-1	.	-3	4.6
CCCCCC(=O)NC(=S)Nc1ccc(Br)cc1C	6	-0.4	0.6	-4	-0.5	-2.2	2.1	5	0.7	-2	0.3
O=c1ccc2ccc(O[C@@H]3O[C@H](CO)[C@@H](O)[C@H](O)[C@H]3O)c(O)c2o1	-2	-0.8	0.9	1	-6.0	-0.1	-0.1	-1	0.5	-4	0.2
N#C/C(=C\c1cn(CCOc2ccccc2F)c2ccccc12)C(=O)NCc1cccs1	3	-1.0	0.1	-3	-3.7	1.5	0.5	-7	-0.7	6	-0.1
Cc1cc(Br)ccc1OCC(=O)N(Cc1nc(-c2ccccc2)no1)C(C)C	-2	-1.4	0.1	-3	0.7	-2.3	-0.3	-9	0.6	6	-2.9
CCCN(CCC)CC(=O)NCC1(c2ccccc2)CCOCC1	4	-1.2	0.5	1	-1.1	-0.2	0.3	-1	-0.7	-1	-2.0
CCN(CC)CC(C)(C)C(=O)/C=C/c1ccc(/C=C/C(=O)C(C)(C)CN(CC)CC)cc1	0	-2.9	-5.2	-13	-0.9	-5.7	-16	-6	-6.3	2	-14
COc1ccccc1C(=O)NC(CCSC)C(=O)NNC(=O)c1csc(N2CCOCC2)n1 (configuration not stated)	-22	-1.1	0.2	-4	-4.1	0.5	0.6	-1	0.1	-1	-1.5
CC(C)(O)c1[nH]c2ccc(C(F)(F)F)cc2c1C(C)(C)O	-4	-0.3	0.1	0	1.7	-2.2	1.7	0	-0.8	-5	-1.9
Cc1ccc(S(=O)(=O)Cn2nnnc2C(C(C)C)N2CCSCC2)cc1 (configuration not stated)	3	-1.1	0.4	-2	-0.7	0.9	0.2	-4	-0.5	-3	2.1
CC(Cc1ccccc1)N/C=C1\CC(=O)NC1=O (configuration not stated)	2	-0.9	-0.2	-1	1.6	-1.0	3.0	-3	-0.4	2	0.6
O=C1CCC(=O)N1OCCOc1ccc(Cl)c2ccccc12	-5	-1.3	0.2	-3	1.8	-0.9	-1.4	1	-0.5	-2	-0.7
Cc1ccc(C(=O)N/C(=C/c2ccco2)C(=O)N2CCOCC2)cc1	-21	-1.3	-0.1	0	-1.4	-1.9	0.8	6	-0.3	3	-0.7
Cc1cc(C)c(C)c(S(=O)(=O)N2CCCN(C)CC2)c1C	1	-0.8	-0.3	-2	-1.1	-2.1	0.6	3	0.0	3	-0.1
Cc1cccc(-c2nc(CC(=O)Nc3cccc(S(=O)(=O)NC4=NCCC4)c3)cs2)c1	-12	-1.4	-0.4	-3	-1.9	-1.1	3.0	-11	-0.1	3	-1.0
COC(=O)C1=C(C)N(Cc2cccc(C(F)(F)F)c2)C(=NCc2ccc(OC)cc2)NC1c1ccccc1 (configuration not stated)	2	-1.3	0.3	-5	0.1	0.8	.	-4	.	8	3.1
COc1nc(=O)n(C2OC(CO)C(O)C2O)cc1C (configuration not stated)	1	-0.9	-0.6	-3	0.1	-0.4	-2.0	-2	1.2	-2	2.4
O=C(CN1CCCCC1)Nc1ccc(C(F)(F)F)cc1Cl	-4	-0.9	-0.2	1	-0.9	0.6	0.9	2	0.3	-1	1.8
CCN1C(=O)/C(=C\c2ccco2)C(C(=O)OC)=C1C	0	-1.2	-0.3	-2	-1.4	-1.1	0.6	2	0.4	3	-0.3
CC(=O)Nc1ccc(Nc2nc3c(S(=O)(=O)c4ccc(C)c(C)c4)nnn3c3ccccc23)cc1	-1	-1.6	-0.5	1	1.8	-0.6	-4.5	2	-0.4	-3	-0.6
